High-throughput results deposited in PubChem by National Center for Advancing Translational Sciences (NCATS).
Shiga inhibitor: inhibitors of Shiga toxin in Vero cells | 9.2% of 290,000 active | AID 2315 | Vero cells, Shiga toxin protein synthesis inhibition reporter | inhibition, % at 38.7 µM; in the data active = inhibition mostly above about 28%, no sharp cut-off; inactive = mostly below about 43%; note: 0% is about no effect
AMA1-RON2 inh: disrupts binding of P. falciparum AMA1 to RON2; AlphaScreen AMA1-biotinylated RON2 peptide binding; Potency, µM (series often up to 58.2 µM), inactives show top-dose activity change, negative = inhibition, hits mostly inhibitors; 0.2% of 360,000 active;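 note: potency is the fitted concentration of half-maximal effect; 0% = vehicle wells and -100% = peptide control; nearly all actives have a fitted effect of over 45% in size; some results filed as inactive show a strong effect at the top dose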
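AMA1 (3D7) with his tag at 25 nM final met compounds first, then biotinylated RON2 peptide at 25 nM; detection used donor plus acceptor beads, 10 µg/mL apiece, read by AlphaScreen after 30 min at room temperature.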
LmPK inh: LmPK (Leishmania mexicana) enzyme inhibition; Potency, µM (doses to about 57.5 µM), for the others: at the top dose activity change, negative = inhibition, hits mostly inhibitors; AID 1721; 0.37% of 290,000 active; Q27686; purified LmPK, Kinase-Glo ATP luminescence, 1 h; note: potency is the fitted concentration of half-maximal effect; % is set by controls: 0 for no effect and ±100 for the full control effect
Target sequence (Q27686 whole entry, looked up): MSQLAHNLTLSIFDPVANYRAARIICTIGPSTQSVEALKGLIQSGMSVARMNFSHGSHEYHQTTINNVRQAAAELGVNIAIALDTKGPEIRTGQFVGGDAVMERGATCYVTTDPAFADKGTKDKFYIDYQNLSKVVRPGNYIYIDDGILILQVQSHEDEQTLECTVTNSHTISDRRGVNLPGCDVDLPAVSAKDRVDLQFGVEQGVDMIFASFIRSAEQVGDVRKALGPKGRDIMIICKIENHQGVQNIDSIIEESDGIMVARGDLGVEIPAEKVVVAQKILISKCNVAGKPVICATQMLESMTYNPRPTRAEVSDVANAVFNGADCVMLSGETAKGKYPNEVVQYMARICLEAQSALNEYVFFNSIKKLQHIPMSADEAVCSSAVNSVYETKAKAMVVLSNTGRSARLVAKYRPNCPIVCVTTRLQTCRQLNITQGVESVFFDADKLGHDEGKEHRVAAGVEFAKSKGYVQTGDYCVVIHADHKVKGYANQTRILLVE
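0.1 nM LmPK, 0.5 mM PEP, 0.1 mM ADP; 50 mM imidazole pH 7.2, 7 mM MgCl2, 50 mM KCl; 1 h RT. Kinase-Glo luminescence readout, normalized to no-enzyme (full inhibition) and uninhibited wells.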
Pf growth 96h: P. falciparum growth inhibition at 96 hour, primary screen for plastid delayed-death inhibitors. Potency, µM (highest dose often 28.7 µM), without a hit: at the top dose activity change, negative = inhibition, usual class: inhibitors. AID 504834. P. falciparum luciferase reporter growth, 96 h. 6.9% of 320,000 active; note: potency is the fitted concentration of half-maximal effect; % is set by controls: 0 for no effect and ±100 for the full control effect
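Cell-based qHTS: luciferase-tagged P. falciparum in erythrocytes (2% hematocrit, 0.05% parasitemia final) incubated with compounds for 96 hours, 37 C, 5% CO2; luciferase detection reagent then added and luminescence measured.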
TbPYK inhibitor: T. brucei pyruvate kinase inhibition. Q57TT1. TbPYK enzyme, Kinase-Glo Plus ATP luminescence, 45 min. Potency, µM (doses to about 76.8 µM), without a hit: at the highest dose activity, negative = inhibition, usual class: inhibitors. 0.12% of 410,000 active. AID 624173; note: potency is the fitted concentration of half-maximal effect; % is set by controls: 0 for no effect and ±100 for the full control effect; nearly all actives have a fitted effect of over 50% in size
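Readout: single end-point luminescence (Kinase-Glo Plus, 10 min). Reaction conditions were TbPYK/substrate plus 130 uM ADP, 45 min at RT, pH 7.2 TEA buffer. No-enzyme wells served as controls, and data were normalized before concentration-response fitting.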
Pf growth 48h: inhibits P. falciparum growth in the first generation, 48 h | Potency, µM (doses to about 28.7 µM), without a hit: at the highest dose activity change, negative = inhibition, most hits filed as inhibitors | 5.9% of 310,000 active | P. falciparum luciferase growth in erythrocytes, 48 h; note: potency is the fitted concentration of half-maximal effect; % is set by controls: 0 for no effect and ±100 for the full control effect
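In quantitative HTS format, infected erythrocytes bearing luciferase-reporter parasites were treated for a single generation at 37 C. Luminescence after adding detection reagent served as the growth measure.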
CHX counter: counter-screen hit for Shiga toxin inhibitors, cycloheximide; cell reporter, cycloheximide protein synthesis inhibition counterscreen; max response, %; 12% of 300,000 active; AID 2314; in the data active = max response mostly above about 13%, no sharp cut-off; inactive = mostly below about 14%; note: read at 38.3 µM for the half of the compounds with a filed dose; 0% is about no effect
* hit, by the source's call; i = inactive; ? = inconclusive; . = not tested or not shown; & = joins results of further samples; [ ] = another dose, or the depositor's remark. Unless noted, calls come from the whole dose curve; as a rule, active = well fitted curve in the direction sought with a large enough effect; inconclusive = small, poorly fitted or top-dose-only effect, or another doubt; inactive = no such curve, though single readings can be large; an effect the other way counts as inactive or inconclusive.

A first look:
Structure | Shiga inhibitor | AMA1-RON2 inh | LmPK inh | Pf growth 96h | TbPYK inhibitor | Pf growth 48h | CHX counter
COc1ccc(C(=O)OCCc2ccc(O)cc2)cc1 | 50* | 23% | 1% | 360%[activator] | 7% | 281%[activator] | 38*
O=C(O)CNC(=O)c1ccc(N2CCOCC2)cc1[N+](=O)[O-] | -13 | 0% | 7% | 4% | 4% | 3% | -4
CCOC(=O)c1sc2nc(SCC(=O)N(CC)CC)n(CCCN3CCCC3=O)c(=O)c2c1C | -17 | -12% | 1% | -92% | 2% | 2.1µM* | -1
CN(C)C(=O)c1cc([N+](=O)[O-])cc([N+](=O)[O-])c1N(C)C | -13 | -8% | -2% | -7% | 8% | ? | -3

Results, from the start:
Structure | Shiga inhibitor | AMA1-RON2 inh | LmPK inh | Pf growth 96h | TbPYK inhibitor | Pf growth 48h | CHX counter
COc1ccc(C(=O)OCCc2ccc(O)cc2)cc1 | 50* | 23% | 1% | 360%[activator] | 7% | 281%[activator] | 38*
O=C(O)CNC(=O)c1ccc(N2CCOCC2)cc1[N+](=O)[O-] | -13 | 0% | 7% | 4% | 4% | 3% | -4
CCOC(=O)c1sc2nc(SCC(=O)N(CC)CC)n(CCCN3CCCC3=O)c(=O)c2c1C | -17 | -12% | 1% | -92% | 2% | 2.1µM* | -1
CN(C)C(=O)c1cc([N+](=O)[O-])cc([N+](=O)[O-])c1N(C)C | -13 | -8% | -2% | -7% | 8% | ? | -3
Cc1nnc(NC(=O)CSc2nc3c(c(=O)n(C)c(=O)n3C)n2C(C)C)s1 | -13 | -11% | 2% | 52%[activator] | -4% | 8% | 1
CSCCC(NC(=O)c1cc([N+](=O)[O-])cc([N+](=O)[O-])c1)c1nc2ccccc2[nH]1 (centres undefined) | -7 | -5% | 4% | ? | 1% | ? | -1
O=C1c2ccccc2C(=O)N1CCCc1nc2ccccc2c(=O)n1-c1cccnc1 | -10 | -10% | -2% | 98%[activator] | -10% | 15% | 5
O=C1NCCn2nc3ccccc3c21 | . | -1% | . | 0% | 2% | 3% | .
Cc1ccc(-n2nnnc2SCC(=O)c2cc(C)n(-c3cc(C)on3)c2C)c(C)c1 | 8 | -6% | 4% | -30% | -6% | ? | 7
CCN1CCCC1CNC(=O)C1CCN(C(=O)c2cc3sccc3n2Cc2ccc(F)cc2)CC1 (centres undefined) | 20 | 0% | 13% | ? | -3% | ? | -4
CCCCCCN1C2=NCCCN2c2ccccc21 | -6 | 3% | -2% | 12µM* | 4% | ? | -2
COc1ccc(NC(=O)CC(c2ccco2)C(C)C)cc1 (centres undefined) | 6 | -3% | 4% | -13% | -20% | ? | 21*
CCn1cnc2c1c(=O)n(CC(=O)O)c(=O)n2Cc1ccccc1 | 5 | -4% | 0% | 50%[activator] | 2% | 11% | 2
CC(=O)Nc1ccc(NC(=O)CSc2cn(CC(=O)N3CCOCC3)c3ccccc23)cc1 | -7 | 0% | 6% | ? | -2% | ? | 2
O=C(NCc1ccccc1)c1cccc(COc2cccc(Cl)c2)c1 | 4 | 41%[activator] | 0% | -5% | 7% | 20% | -2
Cc1ccc(Nc2cc(C)nc(-c3ccccc3O)n2)cc1 | 95* | -2% | 6% | 114%[activator] | 5% | . | 29*
O=c1oc2ccccc2cc1-c1csc(Cc2nc(-c3ccc(Br)cc3)cs2)n1 | 4 | 4% | 7% | 27% | -1% | 7% | 7
COCC(C)N=C1NN=C(c2ccc(NC(C)=O)cc2)CS1 (centres undefined) | 44 | 37%[activator] | 4% | 34% | ? | 86%[activator] | 22*
COc1ccccc1/C=C1/C(=N/O)C2CCN1CC2 | -5 | -1% | 3% | -4% | -2% | 12µM* | 1
CC1CC(C)CN(C(=O)CCC(=O)Nc2nnc(C3CCCCC3)s2)C1 (centres undefined) | -2 | -5% | 10% | ? | -1% | ? | 10
CCOc1ccc(NC(=O)CN(C)C(=O)c2c(C)nn(-c3ccc(F)cc3)c2Cl)cc1OCC | . | -1% | . | -1% | -10% | ? | .
Cc1cccc(N(Cc2cc3ccc(C)cc3[nH]c2=O)C(=O)c2ccco2)c1 | -2 | -5% | 7% | 10µM* | -24% | ? | -1
CCOCCc1nn2c(=O)cc(CSCC(=O)Nc3cccc(C)c3C)nc2s1 | -14 | -4% | 7% | 43%[activator] | -11% | -27% | -4
CCN(CC)CCCNC(=O)c1ccc(S(=O)(=O)Nc2ccc(C)c(C)c2)cc1 | . | 5% | . | ? | 0% | ? | .
COC(=O)Cc1c(C)nc2nc(-c3ccco3)[nH]n2c1=O | -12 | -5% | -5% | . | -8% | 6% | -2
COC(C[C@H](O)CC(=O)[C@H](C)OCc1ccccc1)OC | -5 | 14% | 1% | 67%[activator] | -4% | 46%[activator] | -4
CC1CCN(CCc2nc3cc(NC(=O)COc4ccc([N+](=O)[O-])cc4)ccc3n2C)CC1 | -4 | 0% | 1% | ? | -1% | 3.7µM* | 7
CC1c2c([nH]c3ccccc23)CCC1C(=O)O (centres undefined) | 81 | -3% | -2% | 24% | 1% | 5% | 67
COc1ccc(NC(=O)/C=C/c2cc(Br)ccc2OC)cc1 | -20 | 33%[activator] | 5% | 18% | 2% | -5% | 7
O=C(NCC1CCCO1)c1cc(C(=O)c2ccc(Cl)cc2Cl)c[nH]1 (centres undefined) | 38 | 1% | -4% | ? | -3% | -8% | -3
Cn1nccc1C(=O)N1CCCC(C(=O)c2cccc3ccccc23)C1 (centres undefined) | 7 | 63%[activator] | -2% | 9% | -9% | 17% | 16
Cn1c(Cn2c(=O)sc3ccccc32)nnc1SCC(=O)Nc1cccc(F)c1 | -9 | 0% | 8% | 3% | -5% | 9% | -2
CCOC(=O)NC(=O)CN1C(=O)NC(C)(c2ccccc2)C1=O (centres undefined) | -9 | -5% | 3% | 1.9µM* | 9% | 24% | 7
O=C(O)c1ccc(NS(=O)(=O)c2ccc(NC(=O)c3ccccc3Cl)cc2)cc1 | -3 | -9% | 0% | 6.6µM* | 5% | 22% | 1
Cc1cc(=O)n2[nH]cc(C(=O)O)c2n1 | 10 | 3% | 9% | 33%[activator] | 0% | 42%[activator] | -1
O=C(CCC(=O)Nc1ccccc1Cl)N/N=C/c1ccccc1 | 22 | 46%[activator] | 5% | 55%[activator] | -9% | 24% | -2
COc1ccc(-c2cc(C(F)F)n3ncc(C(=O)N4CCN(C)CC4)c3n2)cc1 | -4 | -7% | 1% | ? | 7% | -15% | -1
CC1(C)C2CC=C(/C=N/NC(=O)c3ccc(O)cc3)C1C2 (centres undefined) | 68 | 8% | 3% | -15% | -1% | -5% | 15*
COc1ccc(NC(=O)CN(C)C(=O)CNC(=O)C2CCCCC2)cc1 | 15 | -11% | -3% | 2% | 0% | 16% | 4
COc1ccc(C(=O)CSc2nc3[nH]ncc3c(=O)[nH]2)cc1 | 24 | 13% | -6% | 11% | -6% | 26% | 9
O=C(Nc1ccc(F)cc1F)N1CCN(C/C=C/c2ccccc2)CC1 | 17 | -6% | 6% | ? | -3% | . | -4
COC(=O)c1sc2nc(CN3CCN(c4ccc(OC)cc4)CC3)[nH]c(=O)c2c1C | -12 | 2% | 0% | ? | -4% | 4% | -1
COc1cc2nc(NC(=O)c3ccco3)sc(=O)c2cc1OC | 14 | 3% | 0% | 13% | 3% | 1% | 1
Cc1ccnc(NC(=O)c2ccc([N+](=O)[O-])o2)c1 | 133* | -12% | -26% | ? | -6% | 3% | 68*
COc1ccc(CNC(=S)Nc2cc(OC)ccc2OC)cc1 | 6 | -23% | -1% | -51% | 8% | 3% | -5
CCC(C)(C)NC(=O)CN(C(=O)C(=O)Nc1ccc2c(c1)OCCO2)C1CC1 | 14 | -3% | -11% | 13% | 3% | 18% | 12*
CCC(=O)Nc1c2c(nn1-c1ccc(OC)cc1)CS(=O)C2 (centres undefined) | -7 | 0% | 10% | ? | 2% | . | -5
CC(C)c1ccc(OCCCN2CCCC2)cc1 | -2 | -9% | 0% | -5% | 9% | -20%[0.00184 µM] | -2
COc1cc(NC(=O)C23CC4CC(C2)CC(n2nnc(C)n2)(C4)C3)c(OC)cc1Cl | 5 | 4% | -4% | 22%[5.75 µM] | -1% | 4% | 2
Cc1coc(NC(=O)CSc2nc(-c3ccncc3)cc(C(F)(F)F)c2C#N)n1 | -7 | -1% | 1% | -2% | -3% | ? | -2

(listing goes on)
Structure | Shiga inhibitor | AMA1-RON2 inh | LmPK inh | Pf growth 96h | TbPYK inhibitor | Pf growth 48h | CHX counter
CC(C)CCNC(=O)CN1C(=O)CN=C(c2ccccc2)c2ccccc21 | -3 | -3% | 0% | ? | -3% | ? | -4
O=C(Nc1cccc2c1C(=O)NC2=O)c1ccccc1[N+](=O)[O-] | -1 | -5% | 7% | 54%[activator] | -6% | 59%[activator] | -2
CC(=O)OC1=Cc2c(ccc3ccc(=O)oc23)OC1(C)C | 25 | 0% | 2% | . | 8% | -1% | 0
O=C1Nc2ccccc2C1(O)C/C(=N/O)c1ccccc1 (centres undefined) | -9 | 4% | -2% | 53%[activator] | -2% | 5% | -3
COC(Cn1c(C)c(C(C)=O)c(C(C)=O)c1C)OC | -7 | 13% | -2% | 40%[activator] | 4% | 18% | 4
COCCNC(=O)c1ccc(-n2c(SCc3ccncc3)nc3ccccc3c2=O)cc1 | -16 | -11% | -1% | -24% | -1% | ? | -6
CN(C(=O)c1cccc(C#N)c1)c1nnc(-c2ccncc2)s1 | -5 | -16% | 2% | 56%[activator] | 4% | 32%[activator] | -2
O=c1cc(-c2ccco2)nc(SCc2cccc(Cl)c2)[nH]1 | . | -1% | -1% | ? | 8% | -1% | 10
CCC(C)NC(=O)COCc1cc(-c2ccc3c(c2)OCO3)on1 (centres undefined) | 23 | -6% | 1% | 1% | 0% | 2%[0.00184 µM] | 1
COc1ccc(C(=O)NCCNc2ccc([N+](=O)[O-])cc2)cc1OC | -3 | -13% | -1% | 5.2µM* | 0% | -7% | -3
O=C(c1cccs1)N1CCN=C1SCc1ccccc1F | 19 | -4% | 1% | ? | -2% | 23% | 6
O=C(Cn1cnc2sc3c(c2c1=O)CCCC3)NCC(=O)Nc1c(F)cccc1F | 3 | 11% | -7% | ? | 12% | 28% | -1
CCOC(=O)CN(c1cc([N+](=O)[O-])ccc1OC)S(C)(=O)=O | -17 | 9% | 2% | i | -3% | 1% | 1
S=C1SCN(Cc2ccccc2)CN1Cc1ccccc1 | -1 | 85%[activator] | -1% | 6%&-15% | -2%&-5% | ? | -1
CCCn1c(O)c(N=NC(=O)CNC(=O)Cc2ccc(OC)cc2)c2ccccc21 | -5 | -7% | -10% | -26% | 2% | 11% | -5
COc1ccc(NC(=O)CC2C(=O)N(c3ccc(Cl)cc3)C(=S)N2CCc2ccncc2)cc1 (centres undefined) | -11 | -9% | 2% | 13µM* | -16% | ? | -2
